TCR activator = activates T cell receptor signaling; primary human leukocytes, anti-CD3, IL-2 HTRF, 48 h; Potency, µM (top dose mostly 9.22 µM), inactives show at the top dose activation of IL-2 secretion, hits mostly activators; 330,000 tested, under 10 active; AID 504894; also: % of control where 0% means no effect
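Primary human leukocytes were stimulated with a-CD3 beads plus compounds for 48 hr without co-stimulation; secreted IL-2 was quantified by HTRF using a-IL-2-K (europium cryptate) and a-IL-2-d2, excited at 320nm with acceptor emission read at 665nm.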
KCNH2 3.1 block = KCNH2 3.1 (human) potassium channel inhibition; U2OS KCNH2 3.1, thallium flux FluxOr; active compounds read low; activity change, % (tested at about 1.8 µM); 340,000 compounds, 0.95% hits;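 active = maximum activity change below -70%; inconclusive = maximum activity change from -70% to -50%; inactive = maximum activity change above -50%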;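 also: thallium influx rate constant from kinetic fluorescence after stimulation buffer; % is scaled to controls: 0 for no effect and ±100 for the full control effect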
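Channel expression came from 3.1 mutant virus (1.77 x 10^8 /mL) applied to suspended U2OS cells for 4 h. Flux was tracked with FluxOr dye plus Red40 quencher, and kinetic rate constants normalized to controls.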
KCNH2 WT inh = blocks the wildtype human KCNH2 potassium channel. Q12809. U2OS, BacMam KCNH2, thallium flux FluxOr; active compounds read low. activity change, % at 1.84 µM. 340,000 compounds, 0.37% hits. AID 720551;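 active = maximum activity change below -70%; inconclusive = maximum activity change between -70% and -50%; inactive = maximum activity change above -50%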; also: % is scaled to controls: 0 for no effect and ±100 for the full control effect
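U2OS cells were transduced with wild-type KCNH2 virus (2.03 x 10^8 / mL) for 4 h at room temperature, then cultured overnight at 37 C. Thallium flux was read with FluxOr dye. Rate constants were normalized to DMSO controls.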
A-T KAP1 phos = candidate therapy for ataxia-telangiectasia | Potency, µM (doses to about 57.5 µM), for inactives: top-dose activation, hits mostly activators | 320,000 compounds, 0.19% hits | […] A-T fibroblasts, KAP-1 phosphorylation AlphaLISA; neocarzinostatin DNA damage 30 min before lysis | AID 485349; also: potency is read from the fitted curve at half-maximal effect; % of control where 0% means no effect; nearly all actives have a fitted effect of over 45% in size
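hTERT-immortalized A-T patient fibroblasts ([…]), 500 cells/well in OPTI-MEM, 1% FBS, got compounds for 60 min, then NCS for 30 min at 37C. Lysates were then assayed for phospho-KAP-1 by AlphaLISA (anti-pKAP1 donor, anti-KAP1 acceptor beads), 6 hr at 25C.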
TRPV1 ag = human TRPV1 agonism | Q8NER1 | TRPV1-expressing cells, Fluo-8 calcium influx, agonist mode | activation, % at 8.33 µM | 320,000 compounds, 0.19% hits | AID 540275; in the data active = activation above about 80%; inconclusive = between about 30% and that limit; also: 0% is about no effect
Target sequence (Q8NER1 whole entry, looked up): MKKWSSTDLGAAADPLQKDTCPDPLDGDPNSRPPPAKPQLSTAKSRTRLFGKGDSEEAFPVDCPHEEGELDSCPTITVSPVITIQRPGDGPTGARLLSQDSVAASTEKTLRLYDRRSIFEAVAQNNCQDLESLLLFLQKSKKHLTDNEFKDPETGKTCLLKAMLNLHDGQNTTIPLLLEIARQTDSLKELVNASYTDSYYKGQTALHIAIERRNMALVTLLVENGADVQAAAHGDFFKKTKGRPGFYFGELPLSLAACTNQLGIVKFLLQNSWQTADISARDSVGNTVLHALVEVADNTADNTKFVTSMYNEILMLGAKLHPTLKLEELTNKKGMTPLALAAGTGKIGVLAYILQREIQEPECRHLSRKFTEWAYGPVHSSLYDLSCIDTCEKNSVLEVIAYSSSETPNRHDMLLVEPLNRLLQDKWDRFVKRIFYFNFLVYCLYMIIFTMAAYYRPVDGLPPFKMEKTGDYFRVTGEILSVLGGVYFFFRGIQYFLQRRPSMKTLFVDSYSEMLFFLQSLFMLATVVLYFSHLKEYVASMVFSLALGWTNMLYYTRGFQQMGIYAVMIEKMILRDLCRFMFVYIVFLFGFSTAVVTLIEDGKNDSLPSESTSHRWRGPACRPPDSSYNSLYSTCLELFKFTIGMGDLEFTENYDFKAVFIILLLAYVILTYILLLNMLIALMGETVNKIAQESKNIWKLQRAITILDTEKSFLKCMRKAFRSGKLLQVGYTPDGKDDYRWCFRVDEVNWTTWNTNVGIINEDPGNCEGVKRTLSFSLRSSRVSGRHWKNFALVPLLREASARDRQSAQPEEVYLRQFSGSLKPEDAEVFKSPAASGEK
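Fluo-8 calcium influx in TRPV1-expressing cells, kinetic read (ex 480/em 520 nm). Compound added and read 3 min for agonist activity, followed by capsaicin at EC20 final and 2 min further read for enhancement.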
Mito fusion yeast = mitochondrial division inhibition or fusion activation | S. cerevisiae fusion-defective mutant growth rescue, CellTiterGlo 48 h | Potency, µM (top dose mostly 46.1 µM), for the others: top-dose growth rescue (activation), most hits filed as activators | 320,000 compounds, 0.23% hits;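 also: potency is read from the fitted curve at half-maximal effect; % of control where 0% means no effect; nearly all actives have a fitted effect of over 45% in size; temperature-sensitive fusion mutants such as fzo1-1 at 37 °C on non-fermentable ethanol glycerol medium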
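Yeast fusion mutant, YPEG (non-fermentable carbon), compound, 48 h at 37C non-permissive; CellTiterGlo added, 10 min RT, luminescence read. Rescued growth = division inhibition.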
Eya2 inh = inhibitors of human Eya2 phosphatase activity. O00167. recombinant Eya2, OMFP fluorescence dephosphorylation (OMFP is methylfluorescein phosphate). Potency, µM (doses to about 76.9 µM), for inactives: at the highest dose activity, negative = inhibition, usual class: inhibitors. 330,000 compounds, 0.006% hits. AID 488837; also: potency is read from the fitted curve at half-maximal effect; % is scaled to controls: 0 for no effect and ±100 for the full control effect
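Eya2 (0.2 uM) preincubated 10 min at ambient with compound, then OMFP substrate added at 50 uM; 10 min reaction in 50 mM HEPES pH 7.5, 50 mM NaCl, 5 uM MgCl2, 0.05% BSA, 1 mM DTT. Fluorescence read at Ex 485/Em 525 nm.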
USP2a inh = blocks human ubiquitin-specific protease USP2a | O75604 | USP2 core, Ub-CHOP2 coupled fluorogenic reporter, 485/531 | Potency, µM (titrated, usually from 38.3 µM), inactives show at the top dose activity change, negative = inhibition, usual class: inhibitors | 330,000 compounds, 0.01% hits;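 also: potency is read from the fitted curve at half-maximal effect; plate controls were DMSO wells for no effect and full inhibition by NEM control for full effect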
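Deubiquitinase activity read as fluorescence (485/531 nm) after Ub-CHOP2 cleavage activates the enterokinase reporter on its substrate; USP2 core 10nM, Ub-CHOP2 and substrate 25nM each, 30min compound preincubation then 60min RT; data normalized to NEM, curves fitted.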
ELG1 DNA repair = ELG1-dependent DNA repair inhibition; Potency, µM (titrated, usually from 46.1 µM), inactives show at the highest dose activity change, negative = inhibition, actives largely listed as inhibitors; 330,000 compounds, 2.3% hits; HEK293T ELG1-luciferase reporter, luminescence, 16 h; DNA damage induced by 5-fluorouridine; AID 504467; also: potency is read from the fitted curve at half-maximal effect; % is scaled to controls: 0 for no effect and ±100 for the full control effect; nearly all actives have a fitted effect of over 55% in size
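DMSO vehicle served as the neutral condition. Each well held 2,000 cells given 5-fluorouridine plus compound; after 16 hr at 37 °C/5% CO2, ONE-Glo was added and luciferase measured 30 min later.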
TSHR antag = blocks TSH signaling through the human TSH receptor; P16473; TSHR-expressing cells, TSH-stimulated cAMP HTRF, 2 h; active compounds read low; activity change, negative = inhibition, % at 11.5 µM; 330,000 compounds, 0.2% hits;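 active = activity change below a set negative limit, meaning inhibition stronger than a set level, cut at about -70% in these data; inconclusive = activity change between two set negative limits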; also: % is scaled to controls: 0 for no effect and ±100 for the full control effect
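Cell-based HTRF cAMP assay; TSHR cells + compound, TSH EC80 (4nM final), 2 h, 37 deg C. Lysis with anti-cAMP cryptate and cAMP-d2, 30 min RT, read 665/620 nm.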
Active calls of the source: *; i = inactive; ? = inconclusive; · = no result given; [ ] = remark or other dose. Unless noted, calls follow the shape of the dose curve; as a rule, active = well fitted curve in the direction sought with a large enough effect; inconclusive = small, poorly fitted or top-dose-only effect, or another doubt; inactive = no such curve, though single readings can be large; an effect the other way counts as inactive or inconclusive. An excerpt (hit frequency here may not be typical).

SMILES	TCR activator	KCNH2 3.1 block	KCNH2 WT inh	A-T KAP1 phos	TRPV1 ag	Mito fusion yeast	Eya2 inh	USP2a inh	ELG1 DNA repair	TSHR antag
O=C(c1ccc(COc2ccccc2Cl)o1)N1N=C(C(F)F)CC1(O)C(F)F (stereo not drawn)	-4%[46.1 µM]	12	-1	22%	0	-6%	-4%	1%	-9%	49
COc1ccc(C(=O)Oc2c(OC)cc(C(=S)N3CCOCC3)cc2OC)cc1OC	·	15	10	3%	-2	0%	0%	0%	-25%	7
O=C(O)C1C(c2ccccc2)C(C(=O)N2CCOCC2)C1c1ccccc1 (stereo not drawn)	2%	1	-2	17%	1	0%	11%	-2%	15%	-3
O=c1[nH]c2cccnc2n1-c1ccc([N+](=O)[O-])cc1	8%	-25	-3	-8%	-1	-2%	1%	2%	-3%	2
COc1ccc(Br)cc1S(=O)(=O)Nc1cccc(C)n1	0%	-6	-14	8%	1	6%	5%	-1%	18%	-1
O=C(COC(=O)c1ccccn1)NCCc1ccc(Cl)cc1	11%	-19	4	11%	·	·	0%	4%	-2%	0
O=C1CN(C(=O)/C=C/c2ccccc2)CCN1	-1%	1	-6	0%	2	2%	5%	1%	11%	?
CN(C)c1ccc(P(=O)(OCc2ccccc2)C(O)c2ccc(Br)cc2)cc1 (stereo not drawn)	6%	-3	6	-3%	3	4%	-5%	3%	-5%	8
Cc1ccc(C(=O)NC(NC(=S)Nc2ccc(S(N)(=O)=O)cc2)C(Cl)(Cl)Cl)cc1 (stereo not drawn)	7%[46.1 µM]	-15	-7	5%	?	-3%	11%	0%	1%	2
Cc1ccccc1C(=O)NC(=S)Nc1sc2c(c1C#N)CCC(C)C2 (stereo not drawn)	0%	3	-2	1%	-2	-1%	-31%	-1%	?	-1
O=P(/C(=N/O)Sc1ccccc1)(N1CCOCC1)N1CCOCC1	-7%	-2	-13	9%	1	0%	8%	3%	7%	-7
NC(=O)CN1C(=O)C(O)(CC(=O)c2ccccc2O)c2ccccc21 (stereo not drawn)	3%[46.1 µM]	-1	0	4%	-2	-2%	-4%	2%	-3%	-3
O=C(NCc1ccccc1)C1CCN(C(=O)NCc2ccccc2)CC1	4%	-6	-6	-5%	-2	-5%	1%	2%	-2%	1
COc1ccc(CCC(C)Nc2cccc(C)c2)cc1 (stereo not drawn)	-5%	-9	-3	9%	-3	5%	-5%	-1%	-6%	-5
O=C(NCc1cccnc1)c1cccc2c1C(=O)N(C1CCCCC1)C2	-11%[46.1 µM]	7	14	-2%	9	6%	-3%	1%	-26%	-3
Cc1ccc(N(Cc2ccccc2)C(=O)c2ccc(S(=O)(=O)N3CCOCC3)cc2)cc1	-3%	-30	-2	1%	?	-9%	-10%	-1%	3%	8
COc1cccc(C(=O)Oc2ccccc2/C=C\C(=O)c2cc3ccccc3o2)c1	1%[46.1 µM]	-1	-12	7%	?	1%	16%	5%	?	-22
O=C(Nc1nc2c(s1)CCCC2=O)c1cnccn1	·	9	22	-6%	-1	-3%	7%	2%	?	11
CC(C)NC(=O)c1onc(CSc2cccc3ccccc23)c1C(=O)O	3%	-2	-4	-7%	-3	3%	19%	1%	-1%	-7
Cn1cccc1Cc1nnc(SCC(=O)Nc2ccccc2F)n1-c1ccc(F)cc1	-3%[46.1 µM]	-1	2	13%	0	6%	-2%	1%	-1%	-1
Cc1nc2cc(C(=O)O)ccc2n1-c1ccc(F)cc1F	0%	0	2	8%	3	6%	6%	2%	0%	1
O=S1(=O)CCOC[C@H](CC2CCCCC2)N1Cc1ccccc1	-10%	6	-12	3%	2	-1%	0%	3%	?	5
COc1ccccc1C(=O)C1CCCN(C(=O)c2snnc2C)C1 (stereo not drawn)	·	5	12	10%	-2	-3%	13%	-4%	5%	31
CCCCCn1c(CCNC(=O)CCC)nc2ccccc21	-3%[46.1 µM]	-3	3	4%	20	0%	2%	3%	3%	0
COc1cccc(NC(=O)Cn2c(=O)n(CC3CCCO3)c(=O)c3ccccc32)c1 (stereo not drawn)	2%	2	2	-1%	-2	0%	-7%	2%	-3%	7
CC(/C=N/Nc1nc2ccccc2[nH]1)=C\c1ccccc1	3%[46.1 µM]	-43	4	-2%	?	-12%	-1%	0%	?	-12
Cc1nc(Nc2ccc(F)cc2)[nH]c(=O)c1CCC(C)C	2%[46.1 µM]	-18	-6	3%	4	1%	-14%	-2%	?	15
O=C(CN1CCOCC1)NC1CC2CCC1C2 (stereo not drawn)	6%	13	15	0%	3	0%	-5%	0%	9%	14
COc1ccc(C(C)NC(=S)NC2CCCCC2)cc1OC (stereo not drawn)	-1%	15	-21	8%	16	-17%	-2%	2%	-11%	-5
Cc1ccc(C(=O)N/C(=C\c2ccccc2)C(=O)NCC2CCCO2)cc1 (stereo not drawn)	2%[46.1 µM]	-13	-1	2%	5	0%	-3%	2%	?	9
N#Cc1ccc(CN2CCN(C(=O)c3ccc(S(=O)(=O)N4CCCCCC4)cc3)CC2)cc1	-2%	-33	4	-4%	3	-1%	-5%	2%	?	-43
Cc1ccccc1NC(=O)C(C)Sc1nnc(-c2ccncc2)n1CC1CCCO1 (stereo not drawn)	-1%	3	-2	9%	-2	5%	-4%	2%	8%	4
Cn1c(=O)[nH]c(Nc2ccccc2)c([N+](=O)[O-])c1=O	10%	3	-9	0%	-3	3%	3%	1%	-3%	-1
Nc1nnc(-c2cn(-c3ccccc3)nc2-c2ccc(Cl)cc2)o1	3%	-14	1	0%	?	5%	?	6%	-21%	-14
O=C(CSc1nc2ccccc2[nH]1)Nc1c(F)cccc1F	4%	-4	-6	-2%	6	-3%	6%	0%	?	2
CSc1ccccc1NC(=O)c1ccc(CN2CCOCC2)cc1	12%	3	0	-4%	7	2%	2%	-2%	?	-2
CCC1CCCN1Cn1cnc2c([nH]c3ccccc32)c1=O (stereo not drawn)	-3%	-9	25	11%	2	4%	-13%	0%	-13%	26
COC(=O)C(C(=O)OC)C(C[N+](=O)[O-])c1ccc(OC)c(OC)c1 (stereo not drawn)	4%	6	10	-4%	-2	-2%	-11%	3%	20%	16
CC(=O)Nc1ccc(SCC(=O)Nc2ccc3c(c2)OCCO3)cc1	0%[46.1 µM]	6	-21	1%	·	·	4%	-1%	?	8
CC(=O)Nc1ccc(C)c(NS(=O)(=O)c2cccc(C(F)(F)F)c2)c1	2%	-46	6	5%	1	6%	-2%	1%	-1%	-2
Cc1ccc(S(=O)(=O)N(CC(=O)NCc2ccco2)Cc2ccc(F)cc2)cc1	-2%	15	11	10%	?	5%	12%	2%	-16%	3
CC1=CC2=NC(=O)/C(=C\c3ccc(OC(=O)c4ccco4)cc3)C(=N)N2O1	6%	4	i	-7%	0	-6%	6%	8%	-13%	-9
Cc1cc(CNC(=O)C(C)n2cc([N+](=O)[O-])cn2)c2ccccc2n1 (stereo not drawn)	·	-2	-1	1%	0	4%	4%	8%	9%	3
O=C(CCN1C(=O)/C(=C/c2ccc(F)cc2)SC1=S)N[C@@H](CO)Cc1ccccc1	-4%	-7	3	1%	2	-3%	0%	-6%	0%	-3
CCCn1nnnc1NCc1ccc(N2CCCC2)cc1	0%[46.1 µM]	-8	-3	-3%	?	-3%	-12%	-7%	6%	-5
CC1=CCC(C(=O)O)(C(=O)N/N=C/c2cccs2)C(c2ccc(Cl)cc2)C1 (stereo not drawn)	3%	-1	-13	-1%	20	3%	4%	7%	-3%	1
CC(C)CC(NC(N)=O)C(=O)Nc1ccc2c(c1)OCO2 (stereo not drawn)	-21%	1	10	-5%	-4	0%	1%	-9%	13%	1
Cc1ccccc1Nc1nc(N2CCOCC2)nc(N2CCOCC2)n1	-2%	8	4	0%	19	12%	6%	3%	?	-2
COc1ccc(OC)c(Nc2cc(C(=O)NCCCN3CCOCC3)c3ccccc3n2)c1	7%	-1	-9	-2%	27	-2%	-12%	-3%	?	5
O=C(COc1ccccc1)NNC1=NS(=O)(=O)c2ccccc21	2%	-3	-4	6%	1	7%	-7%	-1%	22%	7
COc1cccc(N2CCN(C(=O)CCCCCn3c(=S)[nH]c4cc5c(cc4c3=O)OCO5)CC2)c1	-1%	0	-3	13%	1	-10%	-1%	-2%	4%	-6

Structural class, the compounds so far with two or more sulfur atoms
SMILES	TCR activator	KCNH2 3.1 block	KCNH2 WT inh	A-T KAP1 phos	TRPV1 ag	Mito fusion yeast	Eya2 inh	USP2a inh	ELG1 DNA repair	TSHR antag
Cc1ccc(C(=O)NC(NC(=S)Nc2ccc(S(N)(=O)=O)cc2)C(Cl)(Cl)Cl)cc1 (stereo not drawn)	7%[46.1 µM]	-15	-7	5%	?	-3%	11%	0%	1%	2
Cc1ccccc1C(=O)NC(=S)Nc1sc2c(c1C#N)CCC(C)C2 (stereo not drawn)	0%	3	-2	1%	-2	-1%	-31%	-1%	?	-1
O=C(CCN1C(=O)/C(=C/c2ccc(F)cc2)SC1=S)N[C@@H](CO)Cc1ccccc1	-4%	-7	3	1%	2	-3%	0%	-6%	0%	-3
